PMI inhibition – human PMI inhibitors, high substrate, primary screen, biochemical, fluorescence intensity, high mannose 6-phosphate (AID 1220). Mannose-6-phosphate isomerase (Homo sapiens). inhibition, % at 20 µM, or IC50 in µM where a hit was titrated. 190,000 tested, 0.66% active. recombinant PMI enzyme, coupled fluorescence intensity; higher % means a stronger effect
Siah-1 displacement – Siah-1 peptide-binding antagonists, primary screen, biochemical, fluorescence polarization, rhodamine-plectin, uHTS (AID 1817); E3 ubiquitin-protein ligase SIAH1 (Homo sapiens); Siah-1 / rhodamine-plectin peptide fluorescence polarization; higher % means a stronger effect; one-dose displacement, % at 20 µM; IC50 in µM for titrated hits; 290,000 tested, 0.02% active;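 active = displacement of at least 50% at 20 µM, with a fluorescence ratio check between 0.3 and a set limit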;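 also: plate controls were Siah plus tracer with DMSO for no effect and tracer alone without Siah for full effect; strong numbers were not always called active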
PMI inhibitors – inhibitors of human PMI, primary screen, biochemical, fluorescence intensity, coupled assay (AID 1209); Mannose-6-phosphate isomerase (Homo sapiens); purified PMI enzyme, coupled fluorescence intensity; higher % means a stronger effect; inhibition, % at 20 µM, or IC50 in µM where a hit was titrated; 190,000 tested, 0.42% active;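 also: plate controls were DMSO vehicle for no effect and wells lacking substrate for full effect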
M1AAP inhibition – P. falciparum M1AAP inhibitors, biochemical, fluorogenic H-Leu-NHMec substrate, 1536-well (AID 1445) | Aminopeptidase N (Plasmodium falciparum (isolate 3D7)) | recombinant M1AAP, H-Leu-NHMec fluorogenic kinetic assay; higher % means a stronger effect | inhibition, % at 30 µM; hits with a dose series show IC50 in µM | 220,000 tested, 0.42% active;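 active = primary inhibition above the hit cutoff, then over 50% inhibition at one or more dose response concentrations, cut at about 23% in these data, passing the limit was not always enough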;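 also: plate controls were DMSO full reaction for no effect and no enzyme background for full effect; strong numbers were not always called active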
LYP inhibition – inhibitors of LYP phosphatase, biochemical, fluorescence intensity, uHTS (AID 1779); 290,000 tested, 0.054% active; Tyrosine-protein phosphatase non-receptor type 22 (Homo sapiens); recombinant LYP phosphatase, fluorescence intensity; higher % means a stronger effect; inhibition, % at 11.5 µM; hits with a dose series show IC50 in µM;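 also: plate controls were vehicle with enzyme for no effect and no enzyme for full effect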
Dynein transport – inhibitors of GR-EGFP nuclear translocation, primary screen, dynein cargo transport inhibitor project, imaging, high-content, 3617.4 mouse cells | z-score, hits read low | 220,000 tested, 0.47% active | test concentration mostly 20 µM; stimulated with dexamethasone, 1 µM; stronger effect = lower value;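 active = plate z-score of nuclear minus cytoplasmic receptor signal below a set negative limit, without overly bright fluorescence or cell loss, cut at about -3.5 in these data, passing the limit was not always enough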;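 also: z-score of nuclear minus cytoplasmic ring GR-EGFP intensity difference per well; some compounds called inactive have numbers as strong as hits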
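Buffer or medium: Induction medium lacking tetracycline, stripped serum | Also added: Dexamethasone agonist, 1.0 µM final, for 30 min | Timing: 48 h induction, 1 h compound, 30 min dex at 37 °C | Detection: Formaldehyde fixation, Hoechst nuclear stain, 10x automated fluorescence imaging | Measure: Nuclear versus cytoplasmic GR-EGFP signal, averaged per well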
XIAP displacement – XIAP antagonists, biochemical, IAP family, fluorescence polarization (AID 1018); E3 ubiquitin-protein ligase XIAP (Homo sapiens); XIAP BIR domain, fluorescence polarization peptide displacement; higher % means a stronger effect; displacement, % at 20 µM; hits with a dose series show IC50 in µM; 200,000 tested, 0.007% active; in the data active = displacement above about 50%; also: a part of the inactive calls stands beside numbers as strong as those of hits
P. falciparum M17LAP – P. falciparum M17LAP inhibitors, primary screen, biochemical, fluorogenic H-Leu-NHMec substrate, 1536-well (AID 1619); Leucine aminopeptidase (Plasmodium falciparum (isolate 3D7)); recombinant M17LAP, H-Leu-NHMec fluorogenic kinetic assay; higher % means a stronger effect; one-dose inhibition, % at 30 µM; IC50 in µM for titrated hits; 220,000 tested, 0.38% active;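 active = compound inhibiting the enzyme by more than half at any dose during confirmatory dose-response retesting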;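 also: plate controls were full reaction with DMSO carrier for no effect and no enzyme background for full effect; strong numbers were not always called active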
AID2073 – inhibitors of Mint1-CaV2.2 protein interaction, biochemical, HTRF (AID 2073); inhibition, % at 20 µM; hits with a dose series show IC50 in µM; HTRF protein-protein interaction, Mint1-CaV2.2; higher % means a stronger effect; 290,000 tested, 0.19% active; Voltage-dependent N-type calcium channel subunit alpha-1B (Homo sapiens); in the data active = inhibition mostly above about 51%, no sharp cut-off; also: some results filed as inactive read as strong as hits
Dynein transport cytoplasmic EGFP – recorded beside Dynein transport, whose call it bears; z-score; measured here: cytoplasmic GR-EGFP intensity; stronger effect = higher value
Dynein transport nuclear GR-EGFP – recorded beside Dynein transport, whose call it bears; z-score; measured here: nuclear GR-EGFP intensity;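 lower value marks the stronger effect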
Dynein transport cell count – second read-out of Dynein transport, no call of its own (marks repeat the call); z-score; measured here: cell count per field
* = called active by the depositor; . = no result given. Rule as the data show it, unless noted: active = inhibition above about 50%; inactive = the rest. Compounds as they come; overall some 2.1% were active at least once.

PMI inhibition	Siah-1 displacement	PMI inhibitors	M1AAP inhibition	LYP inhibition	Dynein transport	Dynein transport cytoplasmic EGFP	Dynein transport nuclear GR-EGFP	Dynein transport cell count	XIAP displacement	P. falciparum M17LAP	AID2073	Compound
2.9%	-1.2%	9.4%	-0.1%	-1.5%	-0.521	-0.253	-0.263	0.744	-2.4%	-0.7%	-5.8%	CC(=O)c1cccc(NC(=S)N2CCC(Cc3ccccc3)CC2)c1
-2.0%	-3.7%	4.0%	-5.0%	-2.7%	0.751	-0.137	0.324	0.333	-0.8%	10.6%	0.7%	Cc1ccccc1N(C)C(=O)c1coc(=O)c2ccccc12
-4.4%	4.8%	-3.1%	9.5%	-0.6%	-1.29	-0.205	-1.04	0.593	-3.2%	15.5%	-2.2%	O=[N+]([O-])c1ccccc1/C=N/Nc1nc(N2CCCC2)nc(N2CCCC2)n1
.	3.9%	.	4.2%	-7.1%	-0.894	-0.252	-0.132	1.38	.	18.2%	3.4%	COC(=O)c1c(NC(=O)CCC(=O)O)sc(Cc2ccccc2)c1C
-0.4%	-3.8%	-4.0%	4.9%	1.0%	0.342	-0.249	0.293	0.629	-3.0%	-4.9%	11.7%	CC(C)c1c(O)c2c(n(-c3ccccc3)c1=O)CCCC2
27.9%	-0.9%	17.4%	-2.2%	-7.4%	-0.599	-0.288	0.0463	0.292	-0.2%	6.7%	-7.5%	Cc1cc(C)cc(OCC(=O)Nc2ccc3c(c2)OCO3)c1
21.8%	-5.4%	11.6%	5.9%	-4.6%	-0.321	-0.194	0.284	0.865	-5.7%	-14.8%	-4.6%	Cc1ccc(C(=O)N/C(=C/c2ccco2)C(=O)NCCc2c[nH]c3ccccc23)cc1C
-6.5%	-6.6%	-8.5%	-0.8%	-3.5%	0.205	-0.183	0.241	-0.899	-8.4%	-7.8%	3.3%	O=C(CSc1cccc2cccnc12)N/N=C/c1ccncc1
9.4%	0.7%	8.1%	4.3%	6.6%	-0.73	-0.299	-0.515	0.389	-6.5%	-0.1%	12.5%	CCCCCCCCNc1nc(Cl)nc(NCc2ccco2)n1
4.0%	5.7%	2.0%	0.6%	-3.1%	0.866	-0.2	0.0576	-0.14	1.7%	-1.1%	-4.8%	Cc1nn(Cc2ccccc2Cl)c(C)c1N
7.0%	-1.2%	7.1%	-3.2%	2.5%	0.482	-0.307	0.498	0.426	-5.5%	-2.5%	4.8%	COc1cccc(CC(=O)Nc2nc(-c3cc(OC)ccc3OC)cs2)c1
-5.8%	1.0%	2.1%	3.8%	2.6%	-0.65	0.0271	-0.222	0.537	-3.8%	0.7%	-2.3%	Nc1nc(-c2ccc(Cl)cc2)nnc1-c1ccc(Br)cc1

One compound at a time, from the list above.
`CC(=O)c1cccc(NC(=S)N2CCC(Cc3ccccc3)CC2)c1` as listed: PMI inhibition = 2.9%; Siah-1 displacement = -1.2%; PMI inhibitors = 9.4%; M1AAP inhibition = -0.1%; LYP inhibition = -1.5%; Dynein transport = -0.521; Dynein transport cytoplasmic EGFP = -0.253; Dynein transport nuclear GR-EGFP = -0.263; Dynein transport cell count = 0.744; XIAP displacement = -2.4%; P. falciparum M17LAP = -0.7%; AID2073 = -5.8%
`COC(=O)c1c(NC(=O)CCC(=O)O)sc(Cc2ccccc2)c1C` as listed: PMI inhibition = .; Siah-1 displacement = 3.9%; PMI inhibitors = .; M1AAP inhibition = 4.2%; LYP inhibition = -7.1%; Dynein transport = -0.894; Dynein transport cytoplasmic EGFP = -0.252; Dynein transport nuclear GR-EGFP = -0.132; Dynein transport cell count = 1.38; XIAP displacement = .; P. falciparum M17LAP = 18.2%; AID2073 = 3.4%

Later entries:
PMI inhibition	Siah-1 displacement	PMI inhibitors	M1AAP inhibition	LYP inhibition	Dynein transport	Dynein transport cytoplasmic EGFP	Dynein transport nuclear GR-EGFP	Dynein transport cell count	XIAP displacement	P. falciparum M17LAP	AID2073	Compound
-16.4%	-1.0%	4.2%	2.2%	9.6%	1.34	-0.031	-0.0312	-0.192	-5.7%	0.4%	2.7%	CCOc1ccc2nc(SCC(=O)N3CCCCCC3)c(C#N)cc2c1
-0.7%	-3.8%	7.7%	4.7%	9.7%	0.0383	-0.0614	-0.135	-0.424	-2.4%	3.9%	-7.0%	Cc1cccc(C(=O)c2c(N)sc3c2CCC(C)C3)c1 (stereo unspecified)
-18.9%	6.3%	-22.1%	22.3%	-4.5%	-0.539	-0.274	0.00972	0.0889	-7.6%	-4.1%	21.7%	O=C(N/N=C\c1cc(Cl)ccc1O)c1ccc(S(=O)(=O)N2CCCCC2)cc1
3.6%	2.3%	0.8%	-0.1%	-5.7%	1.21	-0.017	0.642	-0.274	-2.3%	-3.6%	0.5%	Cc1cc(=O)[nH]c(SCc2cccc(F)c2)n1
4.5%	0.4%	2.7%	-1.9%	-4.1%	-0.12	-0.264	-0.227	0.524	1.5%	-11.1%	-4.7%	CCOC(=O)c1cnc(SC)nc1Sc1ccc(Cl)cc1Cl
21.2%	5.4%	38.6%	5.0%	2.2%	-1.5	0.0337	-1.11	0.46	0.8%	24.0%	-1.2%	CCOc1ccc(NC(=O)C(c2ccccn2)N(C(=O)CCl)c2ccc(OCC)cc2)cc1 (stereo unspecified)
21.5%	5.1%	6.5%	8.5%	2.5%	-0.853	-0.301	0.0235	0.0204	-3.6%	3.7%	44.2%	C/C(=N\NC(=O)c1cc(-c2ccncc2)nc2ccccc12)c1ccc(N2CCOCC2)cc1
-10.5%	8.6%	23.8%	4.6%	-4.9%	-0.973	-0.262	-0.232	0.265	2.0%	6.4%	-6.5%	C#CCOCCOCCOCCNc1nc(N2CCN(C(=O)[C@H](CCC(=O)O)n3cc(C(N)CC(C)C)nn3)CC2)nc(N2CCN(C(=O)[C@H](Cc3ccc(O)cc3)n3cc(C(N)[C@H](C)CC)nn3)CC2)n1 (stereo partly specified)
-12.4%	0.1%	-0.7%	-1.4%	-0.6%	1.17	-0.215	0.651	-0.705	-7.4%	-1.3%	6.6%	CN(C(=O)CN1C(=O)c2ccccc2S1(=O)=O)c1ccccc1C(=O)O
4.8%	1.8%	12.3%	15.0%	-0.2%	1.14	-0.298	0.12	0.513	-4.9%	-2.9%	7.6%	N#CCCn1cc(/C=N/O)c(-c2ccc(-c3ccccc3)cc2)n1
-2.4%	-0.1%	-6.0%	-0.7%	-8.6%	-0.588	-0.233	0.454	0.326	-5.6%	2.9%	4.9%	CCn1c(SCC(=O)Nc2ccc(Cl)cc2)nnc1C1CC1
48.7%	5.8%	26.1%	3.1%	-5.4%	-0.0359	-0.224	-0.161	1.1	0.6%	-55.6%	7.2%	CN1CN(C)c2cccc3cccc1c23

Next compounds
PMI inhibition	Siah-1 displacement	PMI inhibitors	M1AAP inhibition	LYP inhibition	Dynein transport	Dynein transport cytoplasmic EGFP	Dynein transport nuclear GR-EGFP	Dynein transport cell count	XIAP displacement	P. falciparum M17LAP	AID2073	Compound
1.3%	-3.8%	7.0%	-0.7%	-4.4%	0.81	-0.329	0.204	0.055	-1.6%	25.8%	-2.8%	COc1cccc(NC(=O)Cc2ccccc2)c1
6.4%	-5.5%	8.8%	5.1%	-12.2%	-0.396	-0.248	-0.241	0.348	-0.8%	-9.1%	-5.3%	Cc1cc(C)c(C)c(S(=O)(=O)N2CCN(C)CC2)c1C
-4.0%	16.2%	1.2%	4.7%	2.7%	-1.42	0.0108	-0.388	0.208	-5.7%	4.0%	4.5%	N#Cc1cc(-c2ccccc2)oc1NC(=O)c1ccccc1
-4.8%	-0.4%	2.9%	-6.2%	-11.3%	-0.9	-0.231	-0.585	0.319	-9.1%	-6.2%	-17.5%	COc1ccc(C)cc1NC(=S)N1CCN(c2ccccn2)CC1
1.3%	0.2%	4.6%	-1.1%	-5.0%	-0.0924	-0.0318	-0.0102	0.00768	-2.9%	-5.7%	4.7%	Cn1c(=O)c2c(SCC(=O)N3CCOCC3)nc(C3CC3)nc2n(C)c1=O
.	-3.1%	.	3.2%	0.9%	0.31	-0.304	0.466	0.354	-2.1%	-2.4%	25.1%	CCn1cc(C(=O)Nc2ccccc2)c(=O)c2ccc(C)nc21
.	-7.8%	.	0.4%	1.7%	0.619	-0.263	0.286	0.138	.	0.6%	2.6%	CC1CCC2(CC1)NC(=O)N(CC(=O)c1cn(CCC#N)c3ccccc13)C2=O (stereo unspecified)
.	-0.9%	.	.	-7.9%	0.597	-0.752	0.135	-0.39	.	.	-3.0%	COc1ccc(CC(=O)Nc2ccc(N3CCOCC3)cc2)cc1S(=O)(=O)N1CCOCC1
3.3%	1.4%	1.5%	18.0%	-8.3%	-0.845	-0.197	-0.0825	0.593	-1.6%	-5.7%	23.4%	CC(=O)Nc1ccc(S(=O)(=O)N2CCC(c3nc4ccc(C)cc4[nH]3)CC2)cc1
2.3%	14.3%	4.8%	.	-8.9%	0.783	-0.292	0.984	-0.634	-0.7%	.	-3.5%	CN1CCC(OC(=O)Cc2ccc(Cl)cc2)CC1
-3.1%	0.5%	11.9%	2.6%	3.0%	-0.299	-0.22	0.0911	0.611	-1.4%	1.7%	-3.8%	Cc1c(NC(=O)c2cccs2)cccc1-c1nc2ccccc2s1
-98.4%	1.3%	-60.1%	1.4%	3.4%	-1.88	-0.181	-0.313	0.901	-7.7%	-8.9%	9.4%	CCCCOc1ccc(/C=C/C2=CC(C)(C)NC(=S)N2)cc1OCC
3.3%	-3.4%	-23.3%	-0.8%	4.7%	0.768	-0.337	0.632	-0.0885	-6.0%	0.5%	11.7%	O=C(Nc1ccc(F)cc1)c1ccc2nc[nH]c2c1
6.7%	-2.0%	8.6%	-9.8%	-9.3%	1.43	-0.377	0.359	-0.215	-4.7%	16.1%	-1.5%	COc1ccc(S(=O)(=O)N2CCC(C(=O)Nc3cccc(Cl)c3)CC2)cc1OC
